Compound activity from PubChem BioAssay.
MEKK3 PB1 HTS – modulators of MEKK3-MEK5 PB1 binding, primary screen, biochemical, wildtype MEKK3, multiplex bead flow cytometry, Alexa488-MEK5; Mitogen-activated protein kinase kinase kinase 3 (Homo sapiens), Q99759; bead-based flow cytometry, Alexa488-MEK5 binding to MEKK3; actives lie on both sides; 0 = blocked by unlabeled MEK5, 100 = vehicle; binding response (% of control), % at 10 µM; hit rate 1.4% among 290,000;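 active = binding response more than 3 SD above or below the average of its plate-row segment, actives on both sides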;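 note: Alexa488 bead fluorescence after subtracting the streptavidin-only scavenger bead signal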
UBC9 SUMO inh – inhibitors of in vitro SUMOylation cascade, primary screen, biochemical, HTRF, uHTS | SUMO-conjugating enzyme UBC9 (Homo sapiens), P63279 | HTRF SUMOylation assay, SAE1/SAE2 + UBC9 | inhibition, % at 35 µM | hit rate 0.36% among 290,000 | AID 2006, 2009; in the data active = inhibition above about 50%, passing the limit was not always enough; note: strong numbers were not always called active
PHOSPHO1 block – PubChem AID 1565. inhibition, % at 13.3 µM. recombinant PHOSPHO1, absorbance phosphatase assay. hit rate 1.1% among 290,000; in the data active = inhibition above about 60%
DNA FID counter – compounds displacing fluorescent DNA intercalator, primary screen, artefact control for HCV NS3 helicase inhibitor project, biochemical, FID fluorescence; DNA fluorescent intercalator displacement; inhibition, % at 7.9 µM; hit rate 0.17% among 290,000; in the data active = inhibition above about 37%;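 note: 0% = vehicle and 100% = reference compound; higher means more ethidium bromide displaced from hairpin DNA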
VIM-2 inhibitor – VIM-2 metallo-beta-lactamase inhibitors, primary screen, biochemical, epi-absorbance readout, Pseudomonas aeruginosa enzyme. inhibition, % at 5.6 µM. hit rate 0.89% among 290,000. purified VIM-2, nitrocefin hydrolysis, epi-absorbance fluorescence. AID 1527, 2009;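 active = inhibition above the mean of all tested compounds plus 3 SD, cutoff set per screening run, cut at about 7.5% in these data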;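 note: red hydrolysis product quenches plate fluorescence so inhibitors raise well fluorescence; 0% = enzyme with DMSO and 100% = DMSO without enzyme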
IDE cell activ – human IDE activators in live cells, primary screen, fluorescence polarization, HEK cells, FAbeta-B substrate; activation, % at 5.96 µM; hit rate 0.073% among 340,000; AID 493087, 2011; FAbeta-B cleavage; 0% vehicle, 100% cell-free pure enzyme wells;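 active = activation above the mean of all tested compounds plus 3 SD, set per screening campaign, cut at about 17% in these data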
p-CIP stab down – p/CIP-EGFP fusion destabilizers, primary screen, fluorescence, F442A cells; decrease of EGFP signal, % at 10 µM; AID 1984, 2009; 16 h; hit rate 0.01% among 290,000; Q05BA5;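 active = EGFP signal decrease of at least 30% at 10 µM or well 3 SD below plate mean, unless failing retest; inactive = the rest, including hits failing retest or dose response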; note: some compounds called inactive have numbers as strong as hits; many of its hits are not listed in these tables
Target sequence (Q05BA5 1-1403): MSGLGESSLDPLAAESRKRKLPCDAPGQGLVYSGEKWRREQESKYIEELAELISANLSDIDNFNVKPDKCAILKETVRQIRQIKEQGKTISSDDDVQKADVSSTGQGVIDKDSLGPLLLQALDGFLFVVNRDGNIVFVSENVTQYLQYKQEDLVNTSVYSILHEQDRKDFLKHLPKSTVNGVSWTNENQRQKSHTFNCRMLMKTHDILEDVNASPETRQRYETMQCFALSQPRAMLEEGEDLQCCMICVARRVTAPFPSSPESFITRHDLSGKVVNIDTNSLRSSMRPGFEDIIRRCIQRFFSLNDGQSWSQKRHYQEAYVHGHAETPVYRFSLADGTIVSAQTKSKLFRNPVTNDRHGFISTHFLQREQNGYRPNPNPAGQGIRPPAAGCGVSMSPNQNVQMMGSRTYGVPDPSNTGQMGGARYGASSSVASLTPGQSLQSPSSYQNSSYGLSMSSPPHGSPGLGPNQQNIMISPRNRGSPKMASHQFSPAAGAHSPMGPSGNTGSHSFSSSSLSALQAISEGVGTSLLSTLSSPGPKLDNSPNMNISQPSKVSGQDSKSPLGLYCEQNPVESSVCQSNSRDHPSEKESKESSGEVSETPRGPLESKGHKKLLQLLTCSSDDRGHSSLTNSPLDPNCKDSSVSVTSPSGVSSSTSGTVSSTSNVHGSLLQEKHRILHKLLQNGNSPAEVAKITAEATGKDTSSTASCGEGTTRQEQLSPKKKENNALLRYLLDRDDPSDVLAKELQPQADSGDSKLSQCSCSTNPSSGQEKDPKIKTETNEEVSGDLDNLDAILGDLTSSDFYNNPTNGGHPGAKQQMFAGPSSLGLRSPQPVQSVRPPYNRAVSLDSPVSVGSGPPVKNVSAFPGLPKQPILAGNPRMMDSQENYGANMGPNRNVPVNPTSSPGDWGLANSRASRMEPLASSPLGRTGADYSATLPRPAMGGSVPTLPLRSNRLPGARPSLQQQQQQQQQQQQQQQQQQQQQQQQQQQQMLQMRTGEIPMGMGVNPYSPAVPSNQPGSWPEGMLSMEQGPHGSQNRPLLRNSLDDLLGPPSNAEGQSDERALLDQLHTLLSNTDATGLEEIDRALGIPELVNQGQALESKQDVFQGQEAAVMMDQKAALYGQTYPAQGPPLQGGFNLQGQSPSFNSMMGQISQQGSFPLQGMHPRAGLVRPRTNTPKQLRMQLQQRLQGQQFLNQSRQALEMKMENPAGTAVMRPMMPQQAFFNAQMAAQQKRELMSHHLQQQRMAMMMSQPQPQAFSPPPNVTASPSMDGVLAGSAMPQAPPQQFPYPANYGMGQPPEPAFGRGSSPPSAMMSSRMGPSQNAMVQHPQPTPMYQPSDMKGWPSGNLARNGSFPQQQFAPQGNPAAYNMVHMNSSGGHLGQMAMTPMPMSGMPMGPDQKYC
HCV NS3 hel inh – inhibitors of HCV NS3 helicase, primary screen, biochemical, Cy5 molecular beacon fluorescence | Hepatitis C virus NS3 helicase | NS3 helicase DNA unwinding | inhibition, % at 10.9 µM | hit rate 0.56% among 290,000;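 active = inhibition above the mean of all tested compounds plus 3 SD, set per campaign, cut at about 35% in these data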;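 note: 0% = DMSO wells and 100% = thioflavine S control wells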
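test system = hepatitis C virus NS3 helicase domain fragment enzyme | reagent = annealed dual-labelled DNA beacon duplex, ATP-started | times = 1 h at 25 °C | detection = Cy5 fluorescence, 0 and 60 min reads | read-out basis = percent inhibition from t60/t0 fluorescence ratio | control set = DMSO and thioflavine S | replication = one well per compound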
IMP-1 inhibitor – IMP-1 metallo-beta-lactamase inhibitors, primary screen, biochemical, epi-absorbance readout, Pseudomonas aeruginosa enzyme; metallo-beta-lactamase IMP-1 (Pseudomonas aeruginosa); purified IMP-1, nitrocefin hydrolysis, epi-absorbance fluorescence; inhibition, % at 5.6 µM; hit rate 0.45% among 290,000; AID 1556, 2009;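 active = inhibition above the mean plus 3 SD of all compounds in the same screening run, cut at about 4.5% in these data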;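 note: 0% = IMP-1 with DMSO and 100% = DMSO wells lacking enzyme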
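system = purified recombinant IMP-1 beta-lactamase | amount = 0.2 nM IMP-1, as dispensed | medium = HEPES buffer pH 7.1 with ZnSO4 and Brij 35 | times = 25 °C, 15 min preincubation, 25 min reaction | detection = plate fluorescence quenching by hydrolysis product, ex 480/em 530 nm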
* = called active by the depositor; . = no result given; & = joins results of further samples. Some of the compounds tested; the hit share may differ from the screen's.

cpd	SMILES	MEKK3 PB1 HTS	UBC9 SUMO inh	PHOSPHO1 block	DNA FID counter	VIM-2 inhibitor	IDE cell activ	p-CIP stab down	HCV NS3 hel inh	IMP-1 inhibitor
1	Cc1ccc(C(=O)C(OC(=O)CCC(=O)Nc2cccc(C)c2)c2ccccc2)cc1 (stereo unspecified)	98	24	9	-2	-3.6	3	-5	1	-1.2
2	COc1ccc(CNc2oc(-c3ccccc3)nc2C#N)cc1	98	-4	10	-10	-1.1	9	2	-13	-0.6
3	CC(/C=N/NC(=O)c1cccc([N+](=O)[O-])c1)=C\c1ccccc1	95	2	46	-1	-8.7	1	-2	5	-3.3
4	COc1ccc(-n2c(SCC(=O)Nc3sc4c(c3C#N)CCCC4)nnc2-c2ccccc2OC)cc1	99	-12	2	-26	-1.1	2	8	-7	-1.1
5	COc1cc(NC(=O)c2cccc(COCC(F)(F)C(F)F)c2)cc(OC)c1OC	102	-18	16	-27	-2.1	-2	-8	-6	-1.8
6	Cc1ccc(SC(C)C(=O)Nc2cccnc2)cc1 (stereo unspecified)	87	5	60*	-2	0.7	-5	3	0	-1.3
7	CCS(=O)(=O)N1CCN(S(=O)(=O)c2ccc3c(c2)OCCO3)CC1	101	9	7	0	0.5	4	-20	23	0.4
8	O=C(Nc1ccc(F)cc1Cl)C1CCN(C(=O)Nc2ccccc2)CC1	101	16	41	-11	-2.0	2	2	-8	-1.8
9	Cc1ccnc2nc(C(=O)Nc3ccc4c(c3)OCO4)nn12	97	18	21	-2	-2.0	-2	7	0	-2.8
10	Cc1cc(NC(=O)CCC(=O)N(c2ccccc2F)C(C(=O)NC2CCCC2)c2ccccc2)no1 (stereo unspecified)	91	3	24	-50	1.3	0	-12	2	1.4
11	Cc1onc(-c2ccccc2)c1C(=O)Nc1ccc(S(=O)(=O)Nc2nccs2)cc1	105	-11	-20	-11	-1.0	-4	7	1	-1.2
12	CCOC(=O)N1CCN(S(=O)(=O)c2ccc(OCC(=O)OC)cc2)CC1	99	3	5	-6	-2.3	6	0	4	1.1
13	Cn1c(=O)c2c(nc(CN3CCN(c4ccc(F)cc4)CC3)n2Cc2ccccc2F)n(C)c1=O	104	10	11	-3	0.1	3	-8	-3	1.2
14	Cc1onc(-c2c(Cl)cccc2Cl)c1C(=O)N=C(N)N1CCOCC1	100	21	21	-5	-1.0	9	-12	-3	-1.8
15	COC(=O)C(NC(=O)C(C)NC(=O)OCc1ccccc1)C(C)C (stereo unspecified)	95	8	11	-6	-3.2	7	10	4	-1.5
16	COc1cc(CNCc2ccccc2Cl)ccc1OCC(=O)NC1CCCCC1	96	-1	20	24	-2.9	4	-23	-9	-4.0
17	CCOc1cc(/C=N/NC(=O)CN2CCOCC2)ccc1OCc1ccccc1	119	-15	-30	-21	-5.8	5	0	-5	-3.3
18	CCCCCn1c(=O)[nH]c2cc(C(=O)NCc3ccco3)ccc2c1=O	105	18	8	-4	-3.9	6	0	-2	-3.1
19	O=C(NCCN1CCOCC1)c1cc2cc([N+](=O)[O-])ccc2s1	97	5	-5	13	-2.5	2	15	6	-1.4
20	CC(NC(=O)c1cccs1)C1CCCO1 (stereo unspecified)	97	4	34	-1	-1.6	-2	-6	1	-4.4
21	Cc1ccc(NC(=O)N2CCCC2C(=O)NCC2CCCCC2)cc1 (stereo unspecified)	102	-2	-6	-15	-1.5	0	-9	1	-1.7
22	Nc1ccc(SC(F)(F)F)cc1C(=O)c1ccccc1	.	-24	7	2	0.3	3	2	-4	0.3
23	N#CCC(=O)N/N=C/c1cccc(Oc2ccccc2)c1	109	-4	38	-12	-3.5	-5	-15	5	-3.1
24	O=C(O)CCC(=O)N1CCN(c2ncccc2C(F)(F)F)CC1	106	7	-13	0	-1.5	-3	2	0	-1.6
25	CN(C(=O)CSc1nc(N)cc(N)n1)C1CCS(=O)(=O)C1 (stereo unspecified)	99	2	28	-8	0.7	8	3	5	-3.7
26	Cc1nnc(SCC(=O)N(C)c2c(N)n(Cc3ccccc3)c(=O)[nH]c2=O)n1Cc1ccccc1	101	24	20	-13	-5.4	4	-11	12	-3.5
27	NC(=O)C1=C[C@@H](c2ccc(Br)cc2)C[C@@H](OCCCCO)O1	98	6	36	-9	0.9	3	-1	9	1.3
28	COc1ccccc1CNC(=O)c1cn(C)c2ccc(S(=O)(=O)N3CCCCC3)cc2c1=O	127	15	-12	-2	-0.9	.	9	0	0.1
29	COc1ccccc1NC(=O)COc1cc(C)nc(C(C)C)n1	99	-4	-13	1	-2.3	-2	4	1	-1.8
30	CCSc1ncnc2c1sc1nc3c(cc12)COC(C)(C)C3	108	-8	-2	-11	-2.7	-4	-7	-7	-2.1

Later entries:
cpd	SMILES	MEKK3 PB1 HTS	UBC9 SUMO inh	PHOSPHO1 block	DNA FID counter	VIM-2 inhibitor	IDE cell activ	p-CIP stab down	HCV NS3 hel inh	IMP-1 inhibitor
31	COc1ccccc1NC(=O)Nc1nnc(C(C)C)s1	103	6	-1	-6	0.2	5	-4	-4	0.6
32	Cc1ccc(S(=O)(=O)N2CCN(C(=O)CN3CCOCC3)C2c2ccccc2)cc1 (stereo unspecified)	106	3	-4	-9	-1.1	2	-9	2	-5.1
33	O=C(N/N=C/C1CC=CCC1)c1cc(-c2cccnc2)nc2ccccc12 (stereo unspecified)	107	-3	36	-11	-1.7	5	0	-8	-2.5
34	CCOC(=O)C1CCCN(C(=O)C2c3ccccc3Oc3ccccc32)C1 (stereo unspecified)	97	6	19	-23	-2.2	0	-6	-9	-0.5
35	O=C1CNC(=O)N1	103	1	31	2	-1.4	2	-2	0	-2.7
36	COc1ccc(C(=O)ON=C2CCN(c3ccc([N+](=O)[O-])cc3)CC2)cc1	101	-15	-12	-8	-3.0	1	-11	3	-1.3
37	CCOC(=O)C1(Cc2ccc(OC)cc2)CCN(C(=O)CCn2ccc(C)n2)CC1	103	17	35	-27	-3.0	-4	-1	1	-2.7
38	COCCOc1cc(NC(=O)c2sccc2Oc2ccc([N+](=O)[O-])cc2F)c(Cl)cc1Cl	99	1	-14	-6	2.1	6	-8	-6	-1.4
39	COc1ccc(-n2c(SCC(=O)Nc3cc(C)on3)nc3c([nH]c4ccccc43)c2=O)cc1	103	1	36	-5	-3.6	-3	-20	3	-2.4
40	COC(=O)C1=COC(C)C2CN3CCc4c([nH]c5cc(OC)c(OC)cc45)C3CC12 (stereo unspecified)	113	24	25	0	-1.5	-6	-71	8	-0.9
41	Cc1nc(OCC(C)C)c2sc3nc4c(cc3c2n1)COC(C)(C)C4	95	11	41	-11	-2.3	.	8	0	-3.3
42	COc1ccc(C2CC(=O)NC(=O)C2)cc1	102	5	23	-1	3.4	3	4	11	0.7
43	Fc1ccc(-c2nnn(Cc3nc4ccccc4s3)n2)cc1	103	-2	4	-12	-7.2	4	-7	-2	-5.9
44	CCn1c(C)c(C(C)=O)c(N2CCN(c3cccc(Cl)c3)CC2)nc1=S	98	28	76*	-21	-4.5	-1	-14	2	-1.6
45	O=C(Nc1ccc(N2CCCC2)cc1)C(c1ccccc1)c1ccccc1	103	2	14	-2	-1.8	4	4	-52	0.3
46	COc1ccc(-c2cc(=O)oc3c(C)c(OCc4nn[nH]n4)ccc23)cc1	101	36	14	-18	3.6	0	2	20	-1.3
47	Cc1nnc(SCC(=O)Nc2ccccc2)n1CCc1ccccc1	103	15	-5	-19	-3.0	9	-20	-3	-2.6
48	Cn1c(SCC(=O)Nc2ccccc2F)nnc1C1CCCCC1	97	10	-40	-24	-1.2	2	-18	0	-0.9
49	O=C(c1cccc(S(=O)(=O)N2CCCC2)c1)N1CCN(c2ccccc2)CC1	66	12	31	-29	-0.1	-7	1	9	0.8
50	COc1ccccc1CNC(=O)[C@H](CCSC)NC(=O)[C@@H]1Cc2ccccc2CN1	97	-3	24	-1	-1.7	5	-10	-18	-1.4
51	Cc1cc(F)ccc1S(=O)(=O)Nc1c(C)n(C)n(-c2ccccc2)c1=O	124	25	-11	-5	-2.5	1	-8	3	-5.0
52	COCc1cc(CN2CCCC(C(=O)Nc3ccc(-c4ccco4)cc3)C2)ccc1OC (stereo unspecified)	102	3	16	-8	-0.7	-1	-10	-34	-2.5
53	O=C(O)CC1SC(=Nc2ccccc2)N(c2ccccc2)C1=O (stereo unspecified)	.	6	6	-1	1.1	-4	1	4	-1.8
54	CCSc1nnc(-c2ccccc2N)c(=O)[nH]1	104	-2	7	-5	-3.0	-1	-2	13	-2.8
55	CN(C)S(=O)(=O)c1ccc2c(c1)C(=NNC(N)=O)c1cc(S(=O)(=O)N(C)C)ccc1-2	97	7	11	-31	-0.9	0	11	14	-5.2
56	Cc1ccc(NC(=O)COc2ccc(/C=C3/NC(=O)NC3=O)cc2)cc1	99	.	38	-27	-5.3	-6	-11	19	-2.0
57	COc1ccc(OC)c(S(=O)(=O)N2CCC(C(=O)Nc3cccc(C(F)(F)F)c3)CC2)c1	104	-13	-21	-19	-2.6	-6	-4	-14	1.8
58	Cc1ccc(CN2CCC(c3nc4ccc(Cl)cc4[nH]3)CC2)cc1	107	-17	27	12	1.2	-3	-18	-10	1.0
59	O=C(NCCCn1ccnc1)c1ccc(Cl)c(S(=O)(=O)N2CCOCC2)c1	100	24	18	4	-1.6	4	3	9	-2.1
60	S=c1[nH]nc(Cc2ccc(Cl)cc2)o1	94	-22	-10	-4	-1.9	0	7	2	-2.9

Later entries
cpd	SMILES	MEKK3 PB1 HTS	UBC9 SUMO inh	PHOSPHO1 block	DNA FID counter	VIM-2 inhibitor	IDE cell activ	p-CIP stab down	HCV NS3 hel inh	IMP-1 inhibitor
61	CC(=O)Oc1ccccc1C(=O)OCCN=C1NS(=O)(=O)c2ccccc21	97	6	28	-7	-2.2	0	0	10	-2.9
62	CCOc1ccc(N(CC(=O)OC)S(=O)(=O)c2ccc3c(c2)n(C)c(=O)c(=O)n3C)cc1	110	10	5	-3	-2.5	1	12	-6	-2.6
63	O=C(Nc1ccc(Cl)c(-c2nc3ccccc3[nH]2)c1)c1cccnc1	94	3	8	3	-1.8	2	-7	6	-2.8
64	Cc1cc(SC(C)C(=O)O)nc2ccccc12 (stereo unspecified)	98	4	4	3	-1.6	3	2	0	-2.7
65	Cc1cc(F)ccc1NC(=O)c1cc(S(=O)(=O)N2CCc3ccccc32)cn1C	102	34	23	-28	-1.3	4	-4	-8	0.6
66	CC(C)c1nnc(NC(=O)c2cc3ccccc3o2)s1	101	-3	2	-17	1.0	6	2	1	-1.3
67	CCOC(=O)Nc1ccc2c(c1)N(C(=O)OCCN(C)C)c1ccccc1CC2	98&103	8&0	-9&52	19&22	-0.7&2.9	5&1	0&-13	-18&-5	-0.6&1.6
